Bioassay records from PubChem.
Scp-1 inhibitor = Scp-1 phosphatase inhibitors, primary screen, biochemical, colorimetric, uHTS; Carboxy-terminal domain RNA polymerase II polypeptide A small phosphatase 1 (Homo …; Recombinant Scp1, phosphopeptide, malachite green phosphate absorbance; inhibition, % at 20 µM; 340,000 compounds, 0.88% hits;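 active = inhibition above about 50% at 20 µM, limit read from the data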;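 note: plate controls were DMSO wells with enzyme for no effect and wells lacking enzyme for full effect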
Target sequence (Q9GZU7 76-261 limits assumed): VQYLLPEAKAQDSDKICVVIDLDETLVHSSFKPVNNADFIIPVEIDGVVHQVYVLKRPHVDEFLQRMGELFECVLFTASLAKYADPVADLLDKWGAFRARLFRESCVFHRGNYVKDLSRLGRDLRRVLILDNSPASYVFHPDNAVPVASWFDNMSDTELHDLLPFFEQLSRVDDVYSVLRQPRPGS
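assay system = SCP-1 phosphatase catalytic domain, residues 76-261 | buffer or medium = 50 mM Tris acetate pH 5.5, 0.005% Tween-20, 10 mM MgCl2 | incubation = enzyme reaction 45 min at room temperature, colour 5 min, stabilisation 30 min | signal = Phosphate-binding colour reagent, absorbance read at 630 nm | measure = % inhibition at 20 µM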
bovine MsrA act = bovine MsrA enzyme activators, primary screen, biochemical, absorbance, HTS | Methionine sulfoxide reductase A (Bos taurus) | purified bovine MsrA, absorbance read-out | activation, % at 10.6 µM | 360,000 compounds, 0.3% hits | AID 602163, 2012; in the data active = activation above about 7.5%;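 note: 0% = vehicle and 100% = reference activator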
MsrA inhibitor = bovine MsrA enzyme inhibitors, primary screen, biochemical, absorbance, HTS. purified bovine MsrA, absorbance read-out. 360,000 compounds, 0.75% hits. inhibition, % at 15.5 µM; in the data active = inhibition above about 4.5%;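 note: 0% = vehicle wells with enzyme and 100% = reference inhibitor wells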
NRP1-CendR mod = modulators of CendR peptide binding to NRP-1, primary screen, biochemical, fluorescence polarization, uHTS; AID 602438, 2012; 360,000 compounds, 0.85% hits; FAM-RPARPAR peptide binding to NRP-1; inhibition, % at 25 µM;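 active = inhibition or corrected inhibition above about 18%, plus a signal ratio from 0.5 to 1.5, limit read from the data, passing the limit was not always enough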; note: strong numbers were not always called active
TbMetRS inhib = T. brucei MetRS inhibitors, primary screen, biochemical, luminescence; purified T. brucei MetRS, ATP depletion, Kinase-Glo luminescence; inhibition, % at 11.9 µM; 360,000 compounds, 0.4% hits; AID 624268, 2012;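 active = inhibition above a per-plate cutoff of the control wells' mean inhibition plus 3 SD, cut at about 5.5% in these data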;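 note: 0% = DMSO wells median and 100% = median of wells with control inhibitor compound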
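assay system = parasite MetRS enzyme | timing = 15 min preincubation, 2 h reaction, all 25 °C | evaluation = percent inhibition relative to median high and low control wells | medium = HEPES buffer containing pyrophosphatase, BSA, spermine, DTT | compound = single dose, 11.9 µM final nominal, 0.9% final DMSO | detection = Kinase-Glo luminescence, ATP depletion format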
E coli Lon inh = inhibitors of E. coli Lon protease, primary screen, biochemical, fluorescence polarization. 360,000 compounds, 0.42% hits. inhibition, % at 7.94 µM. purified E. coli Lon protease; in the data active = inhibition above about 13%, passing the limit was not always enough;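 note: 0% = enzyme with probe and DMSO and 100% = no enzyme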
Target sequence (P0A9M0 whole entry, looked up): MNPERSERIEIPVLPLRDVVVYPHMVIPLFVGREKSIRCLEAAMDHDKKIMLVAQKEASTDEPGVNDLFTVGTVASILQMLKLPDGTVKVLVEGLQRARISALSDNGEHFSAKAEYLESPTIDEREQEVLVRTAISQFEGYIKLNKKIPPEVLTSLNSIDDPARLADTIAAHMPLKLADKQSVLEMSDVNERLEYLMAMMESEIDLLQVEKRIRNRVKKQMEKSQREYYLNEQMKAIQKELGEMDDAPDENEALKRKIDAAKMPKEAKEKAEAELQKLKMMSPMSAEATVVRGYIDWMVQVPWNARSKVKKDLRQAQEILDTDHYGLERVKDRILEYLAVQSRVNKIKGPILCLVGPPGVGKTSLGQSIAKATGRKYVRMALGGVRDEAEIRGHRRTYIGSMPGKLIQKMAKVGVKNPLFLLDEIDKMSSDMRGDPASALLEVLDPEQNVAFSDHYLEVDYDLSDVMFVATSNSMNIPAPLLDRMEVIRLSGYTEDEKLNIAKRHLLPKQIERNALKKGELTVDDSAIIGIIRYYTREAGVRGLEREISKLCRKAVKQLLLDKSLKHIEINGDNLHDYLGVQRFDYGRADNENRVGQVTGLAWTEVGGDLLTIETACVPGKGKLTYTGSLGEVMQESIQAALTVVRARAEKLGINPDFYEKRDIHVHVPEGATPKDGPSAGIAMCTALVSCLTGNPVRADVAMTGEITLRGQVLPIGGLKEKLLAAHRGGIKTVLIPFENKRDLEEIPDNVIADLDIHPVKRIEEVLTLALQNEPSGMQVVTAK
SUMO1-SIM PPI = modulators of SUMO1 protein-protein interactions, primary screen, biochemical, uHTS | 360,000 compounds, 0.33% hits | SUMO1 binding to a labelled peptide, TR-FRET, 1 h | Small ubiquitin-related modifier 1 (Homo sapiens), P63165 | inhibition, % at 20 µM; in the data active = inhibition above about 37%
Target sequence (P63165 whole entry, looked up): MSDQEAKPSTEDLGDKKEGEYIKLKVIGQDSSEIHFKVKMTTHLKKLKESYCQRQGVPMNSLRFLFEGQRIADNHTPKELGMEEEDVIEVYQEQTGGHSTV
STEP block = STEP phosphatase inhibitors, primary screen, biochemical, fluorescence intensity, uHTS. Tyrosine-protein phosphatase non-receptor type 5 (Homo sapiens), P54829. recombinant STEP, OMFP fluorogenic substrate. inhibition, % at 20 µM. 360,000 compounds, 0.25% hits. AID 588621, 2011;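 active = inhibition at 20 µM, scaled per plate between control wells, above about 37%, limit read from the data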;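 note: 0% = DMSO with enzyme and substrate and 100% = substrate only without enzyme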
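medium = Bis-Tris buffer pH 6.0, 2.5 mM DTT, 0.005% Tween 20 | test system = STEP (striatal-enriched tyrosine phosphatase) enzyme, cell-free | measure = normalized % inhibition | compound dosing = 20 µM, 1% DMSO | also added = 25 µM OMFP | schedule = reaction 20 min, ambient temperature | measured by = fluorescence read at 480 nm ex / 540 nm em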
LMPTP inh = LMPTP phosphatase inhibitors, primary screen, biochemical, fluorescence intensity, uHTS. recombinant LMPTP-A, OMFP fluorogenic substrate. inhibition, % at 20 µM. 360,000 compounds, 0.22% hits. AID 651560, 2012;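 active = compounds that cut the enzyme signal by at least half of the control window in the single-dose screen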;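 note: plate controls were DMSO wells with enzyme plus substrate for no effect and substrate without enzyme for full effect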
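material = LMPTP-A | quantity = 0.625 nM enzyme | reagent = OMFP substrate, 400 µM final | buffer or medium = Bis-Tris pH 6.0, DTT, detergent | detection = endpoint fluorescence intensity from OMFP dephosphorylation | dosing = single 20 µM dose | read-out basis = % inhibition relative to no-enzyme and uninhibited control wells | control set = no-enzyme and uninhibited controls | timing = 50 min at room temperature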
DNMT1 block = human DNMT1 methyltransferase inhibitors, primary screen, biochemical, molecular beacon, fluorescence, HinP1I cleavage, uHTS. DNA (cytosine-5)-methyltransferase 1 (Homo sapiens), P26358. inhibition (reported as % activation of signal), % at 10 µM. 360,000 compounds, 0.83% hits. AID 588458, 2011; in the data active = inhibition above about 50%
* = called active by the depositor; i = inactive; x = no result given. Only part of the results is shown; rates above refer to the full screens.

compound,Scp-1 inhibitor,bovine MsrA act,MsrA inhibitor,NRP1-CendR mod,TbMetRS inhib,E coli Lon inh,SUMO1-SIM PPI,STEP block,LMPTP inh,DNMT1 block
CC(C)CC(=O)Nc1ccc(S(=O)(=O)N2CC3CC(C2)c2cccc(=O)n2C3)cc1 (centres undefined),0,-2,-0.2,4,-0.2,0,1,0,-1.2,0
COc1ccc(C(CC(=O)N2CCC3(CC2)OCCO3)NS(=O)(=O)c2ccc(OC)cc2)cc1 (centres undefined),-5,-11,-0.1,0,-1.9,0,3,1,-0.5,-1
O=C(NCC1=C(c2cccc3ccccc23)C[C@@H]2CC[C@H]1N2Cc1ccco1)c1ccncc1,x,-2,1.0,-11,-0.9,12,-4,2,0.3,-27
Cc1cc(C)c(C2=NOC(O)(C(F)(F)F)C2)c(=O)[nH]1 (centres undefined),-13,-2,0.1,-14,-0.4,-1,2,3,-1.2,3
O=C1NC(=O)C(CCc2ccncc2)(c2ccccc2)C(=O)N1,-2,0,-0.8,3,-0.9,3,-3,0,4.9,-7
CC(=O)O[C@H]1CC[C@]2(C)C3CC[C@@]4(C)C(C[C@@H](O)[C@@H]4O)C3[C@@H](OC(C)=O)C[C@H]2C1 (some centres undefined),x,0,-1.4,-9,-0.1,9,-2,-2,0.8,4
Cc1ccccc1CN1CCCN(Cc2ccc(Cl)cc2)S1(=O)=O,-8,-6,0.7,4,-1.1,3,-7,1,1.5,0
COC(=O)C1C(C(=O)O)C2(Cl)C(Cl)=C(Cl)C1(Cl)C2(Cl)Cl (centres undefined),2,-3,-0.3,2,-0.1,-2,32,-2,-0.9,-2
COC(=O)C1=C(c2ccc(OC)c(OC)c2)C[C@@H]2CC[C@H]1N2C(=O)NCc1ccc(F)cc1,-8,-2,0.2,2,-0.2,-10,2,-1,-0.4,0
Cc1ccc(N=C(/N=C(\N)N[N+](=O)[O-])Nc2ccc(C)cc2)cc1,-10,-7,0.1,-4,-0.4,6,0,-1,-0.6,3
CC(=O)O[C@@H]1CC[C@]2(C)C3CC[C@@]4(C)C(C[C@@H](O)[C@@H]4O)C3[C@@H](OC(C)=O)C[C@H]2C1 (some centres undefined),-1,-1,0.1,-14,-0.3,-18,4,1,-1.4,-1
O=[N+]([O-])NC1=NCN(Cc2ccco2)CN1Cc1ccco1,2,-11,-0.4,-9,-1.9,5,-2,1,1.0,8
CN(C)c1ccc2c(c1)N=C(c1ccco1)OP2(=S)N1CCOCC1 (centres undefined),8,-4,1.2,-4,-0.8,1,1,36*,4.6,-7
O=C1NC(=O)N(Cc2ccc(F)cc2)C(=O)/C1=C\c1ccoc1,64*,-2,0.3,-258,-0.7,i,33,15,11,88*
O=C(O)COc1cc(Cl)c(Cl)cc1Cl,x,-4,-0.7,3,-1.4,-7,5,0,-3.0,5
O=C1Nc2ccccc2Oc2ccccc21,x,1,-0.7,-6,0.1,-8,6,-3,-1.0,1
CCc1ccc(CN2CCCC(C(=O)c3sccc3C)C2)o1 (centres undefined),-1,0,0.2,12,-1.0,1,-2,-1,0.3,4
CC[N+](CC)(CC)CCCCCCCCCC[N+](CC)(CC)CC,-4,2,0.4,-2,0.1,-9,0,-3,-0.7,0
CCC(C)NC(=O)c1c(N)n(Cc2ccc3c(c2)OCO3)c2nc3ccccc3nc12 (centres undefined),-5,1,-0.1,18,6.3*,0,40*,0,8.0,36
COC(=O)C1=C(c2ccc(F)cc2F)C[C@@H]2CC[C@H]1N2C(=O)N1CCCCC1,-6,-2,1.8,22*,-0.2,4,3,0,0.4,3
c1ccc2c(CN3CCOCC3)c[nH]c2c1,-2,0,0.4,-1,1.3,-24,-2,-1,0.4,-5
CN(C(=O)Oc1ccc(F)cc1)c1ccccc1,5,-7,0.7,5,-0.5,0,-2,2,-0.5,-1
COc1ccccc1-n1c(O)c(C=Nc2c(C)n(C)n(-c3ccccc3)c2=O)c(=O)[nH]c1=O,-4,-4,5.4*,14,0.5,-3,-3,3,-1.0,-1
Cc1cc2c(C(C)C)c(O)c(O)c(C=O)c2c(O)c1-c1c(C)cc2c(C(C)C)c(O)c(O)c(C=O)c2c1O,x,-4,0.4,-65,1.3,-9,58*,-4,12,22
O=c1[nH]c(=O)n(CCC2=CCCCC2)c(O)c1C=NCc1cccnc1,-2,-2,1.1,-3,0.6,2,0,1,-3.5,1
CCN(CC)C(=O)c1ccc(NC(=O)c2ccc(N3CCCC3=O)cc2)cc1,-6,-5,1.1,-5,-0.6,-2,-26,-3,-10,0
C=Cn1ccnc1P(=S)(c1ccc(Cl)cc1)c1nccn1C=C,0,-8,0.0,-5,-0.5,4,3,-2,-1.1,-1
Cc1cccc(CC(c2cccc(C)c2)N(C)C)c1 (centres undefined),3,-11,-1.3,3,-0.3,6,0,1,-1.2,1
CC1(C)COC(Nc2cccc(Cl)c2)=N1,2,2,0.8,0,-1.5,-5,-2,-3,0.3,-3
Cc1[nH]c2ccccc2c1CCNCc1ccco1,-9,-2,1.4,-3,-0.2,0,2,2,-0.6,-4

Pulled one by one from above:
compound,Scp-1 inhibitor,bovine MsrA act,MsrA inhibitor,NRP1-CendR mod,TbMetRS inhib,E coli Lon inh,SUMO1-SIM PPI,STEP block,LMPTP inh,DNMT1 block
Cc1[nH]c2ccccc2c1CCNCc1ccco1,-9,-2,1.4,-3,-0.2,0,2,2,-0.6,-4
c1ccc2c(CN3CCOCC3)c[nH]c2c1,-2,0,0.4,-1,1.3,-24,-2,-1,0.4,-5

Other structures
compound,Scp-1 inhibitor,bovine MsrA act,MsrA inhibitor,NRP1-CendR mod,TbMetRS inhib,E coli Lon inh,SUMO1-SIM PPI,STEP block,LMPTP inh,DNMT1 block
COc1ccc(OP(=O)(Nc2ccccc2)Nc2ccccc2)cc1,-8,-3,-1.1,-7,-0.8,2,0,-2,-1.4,-7
c1ccc(CNc2c3c(nc4ccccc24)CCC3)cc1,2,-3,0.5,-10,-0.2,-10,0,-3,40,-3
NP(=O)(Oc1ccccc1Cl)Oc1ccccc1Cl,-9,-1,1.7,2,0.3,2,2,-3,-0.3,-1
CC(CN1CCOCC1)C(C#N)(c1ccccc1)c1ccccc1 (centres undefined),-4,-1,-1.3,-5,-0.5,-17,1,-1,-0.4,7
CCOC(=O)C1=C(C)OC(N)=C(C#N)C12C(=O)Nc1ccc(C)cc12 (centres undefined),-2,3,-0.4,0,-0.7,1,13,1,-0.7,-2
COc1ccc2c3c([nH]c2c1)C(C)=NCC3,-11,11*,3.6,-133,-0.8,-92,-30,-7,2.5,-14
CC(C(=O)c1c[nH]c2ccccc12)N1CCN(C(=O)c2ccco2)CC1 (centres undefined),7,-3,-0.2,1,1.6,-3,0,-1,0.3,0
O=C1c2ccccc2-c2cc3ccccc3cc21,-8,-2,0.4,20,0.5,1,-25,0,1.1,3
CCCCN1CCC(C#N)(Nc2ccccc2)CC1,-13,3,-0.6,8,-0.1,-9,-1,-2,-0.5,0
CCC(=NCc1cccnc1)c1c(O)n(-c2ccccc2C)c(=O)[nH]c1=O,0,-1,0.7,6,-0.2,0,4,-1,-1.3,0
Cc1cc(N2CCNCC2)nc2ccccc12,-10,-2,0.1,-11,0.0,-8,1,-1,-4.8,0
NC(=O)Cn1cc(C(=O)c2ccccc2F)c2ccccc21,-6,-2,1.5,1,0.0,-5,2,-1,0.2,3
NP(=O)(OCCCc1ccccc1)Oc1ccccc1Cl (centres undefined),-5,-8,-0.9,4,0.5,-5,1,0,-1.1,3
CCCCC(=O)N/N=C/c1c(O)n(Cc2ccc(F)cc2)c(=O)[nH]c1=O,-9,-7,3.4,-64,-2.0,-42,1,-1,-1.8,-3
COCCNC(=O)N1[C@H]2CC[C@@H]1C(C(=O)OC)=C(c1ccc(-c3ccccc3)c(F)c1)C2,-4,-2,1.3,-1,-0.1,2,-3,-1,0.0,0
Brc1cc2c(cc1CN1CCN(c3ccccc3)CC1)OCCO2,-4,0,1.2,13,-0.5,-1,2,3,1.7,1
COC(=O)C1=C(c2ccccc2)C[C@@H]2CC[C@H]1N2C(=O)NCCS(C)=O (some centres undefined),-6,-3,-0.7,23,-0.2,-5,0,-1,-0.9,3
CN(C)C(Cc1ccc(Cl)cc1)C(=O)c1ccccc1 (centres undefined),-1,-3,-0.2,-18,-0.3,-8,-2,-2,-0.3,-3
COC(=O)C1=CCCN(C)C1,-3,-1,1.2,6,-0.5,2,0,-1,0.2,-5
CCCC(C)C1(CC)C(=O)NC(=Nc2ccc(OC)cc2)NC1=O (centres undefined),-1,-7,-0.1,2,-0.1,-4,3,2,-0.3,1
O=[N+]([O-])c1ccc(NCCCN2CCOCC2)nc1,-14,-10,4.6*,5,-1.2,1,-21,-1,-5.4,3
CC(C)Oc1cccc(C(=O)C2CCCN(Cc3ccon3)C2)c1 (centres undefined),-12,2,-0.7,4,-1.2,-3,1,14,-1.6,1
CCC(=NCc1cc(OC)cc(OC)c1)c1c(O)n(C2CCCCC2)c(=O)[nH]c1=O,-38,-3,1.6,-4,-0.4,-3,5,-4,2.9,-2
CCCCn1c(O)c(C=NC2CCCCC2N)c(=O)[nH]c1=O (centres undefined),1,0,-1.4,9,-0.6,-4,-1,-2,-3.3,-2
Cc1ccc(CC(=O)N2CCN(Cc3ccccc3)CC2)cc1,-3,-3,0.9,4,-0.2,-3,6,-1,-1.7,1
Cc1ccc2c(c1)C1CN(C)CCC1N2C(=O)c1ccco1 (centres undefined),-5,-1,2.0,-10,-0.3,0,-1,1,-0.7,-5
COc1ccc2c(c1)c(C(=O)CN1CCN(C)CC1)c(C)n2Cc1ccccc1,-4,-5,-0.2,0,-0.9,-10,-3,3,-2.0,2
